High-throughput results from PubChem BioAssay.
Lipid droplet = hepatic lipid droplet formation modulation | AML12 mouse hepatocytes, oleate lipid droplets, BODIPY imaging | inhibition, % at 6.5 µM | actives 0.4% (n = 240,000);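 active = lipid droplet intensity inhibited by at least 50%, with more than 500 cells counted; inconclusive = wells with under 300 cells, treated as cytotoxic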
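Assay system: AML12 mouse liver cells | Compound: 6.5 µM single-point dosing | Schedule: Overnight exposure | Technique: Fluorescence imaging, 20x objective, two fields per well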
P. falciparum M17LAP = P. falciparum M17LAP inhibitors, primary screen, biochemical, fluorogenic H-Leu-NHMec substrate, 1536-well (AID 1619). recombinant M17LAP, H-Leu-NHMec fluorogenic kinetic assay; higher % means a stronger effect. one-dose inhibition, % at 30 µM; IC50 in µM for titrated hits. actives 0.38% (n = 220,000);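 active = compound inhibiting the enzyme by more than half at any dose during confirmatory dose-response retesting; inconclusive = strong single-dose inhibitors picked by rank but not retested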;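 note: plate controls were full reaction with DMSO carrier for no effect and no enzyme background for full effect; strong numbers were not always called active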
Siah-1 displacement = Siah-1 peptide-binding antagonists, primary screen, biochemical, fluorescence polarization, rhodamine-plectin, uHTS (AID 1817); Siah-1 / rhodamine-plectin peptide fluorescence polarization; higher % means a stronger effect; displacement, % at 20 µM; hits with a dose series show IC50 in µM; actives 0.02% (n = 290,000);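 active = displacement of at least 50% at 20 µM, with a fluorescence ratio check between 0.3 and a set limit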;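 note: plate controls were Siah plus tracer with DMSO for no effect and tracer alone without Siah for full effect; strong numbers were not always called active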
P. falciparum M1AAP = P. falciparum M1AAP inhibitors, biochemical, fluorogenic H-Leu-NHMec substrate, 1536-well (AID 1445); actives 0.42% (n = 220,000); recombinant M1AAP, H-Leu-NHMec fluorogenic kinetic assay; higher % means a stronger effect; one-dose inhibition, % at 30 µM; IC50 in µM for titrated hits;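 active = primary inhibition above the hit cutoff, then over 50% inhibition at one or more dose response concentrations, cut at about 23% in these data, passing the limit was not always enough; inconclusive = conflicting primary data, or primary hits not chosen for dose response; inactive = low primary inhibition, or under 50% at every dose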;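 note: plate controls were DMSO full reaction for no effect and no enzyme background for full effect; strong numbers were not always called active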
AID2073 = inhibitors of Mint1-CaV2.2 protein interaction, biochemical, HTRF (AID 2073); one-dose inhibition, % at 20 µM; IC50 in µM for titrated hits; HTRF protein-protein interaction, Mint1-CaV2.2; higher % means a stronger effect; actives 0.19% (n = 290,000); in the data active = inhibition mostly above about 51%, no sharp cut-off; inconclusive = no clear call, values can overlap the other calls; inactive = mostly below about 53%; note: some results filed as inactive read as strong as hits
HEK293 NOD2/NF-kB = inhibition of NOD2-driven NF-kB reporter – cell-based, luminescence, uHTS, HEK293 (AID 1566). HEK293 NOD2/NF-kB luciferase reporter, luminescence; higher % means a stronger effect. inhibition, % at 4 µM; hits with a dose series show EC50 in µM. actives 0.63% (n = 290,000); note: many of its hits are not listed in these tables
XIAP displacement = XIAP antagonists, biochemical, IAP family, fluorescence polarization (AID 1018); displacement, % at 20 µM, or IC50 in µM where a hit was titrated; XIAP BIR domain, fluorescence polarization peptide displacement; higher % means a stronger effect; actives 0.007% (n = 200,000); in the data active = displacement above about 50%; note: a part of the inactive calls stands beside numbers as strong as those of hits
LYP phosphatase = inhibitors of LYP phosphatase, biochemical, fluorescence intensity, uHTS (AID 1779) | recombinant LYP phosphatase, fluorescence intensity; higher % means a stronger effect | one-dose inhibition, % at 11.5 µM; IC50 in µM for titrated hits | actives 0.054% (n = 290,000);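 note: plate controls were vehicle with enzyme for no effect and no enzyme for full effect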
ER stress rescue = rescue of cells from ER stress-induced death, primary screen, 384-well, CSM14.1, thapsigargin, ATP luminescence (AID 1222); CSM14.1 thapsigargin-induced death rescue, ATP luminescence; higher % means a stronger effect; cellular ATP content (survival), % at 20 µM, or EC50 in µM where a hit was titrated; 190,000 tested, under 10 active;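 active = EC50 below 50 µM in the dose-response confirmation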;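 note: death triggered by thapsigargin at about 15 µM added after 2 h compound pretreatment; cell ATP read after overnight thapsigargin exposure of roughly 18 to 22 hours; normalized against plate controls of thapsigargin alone and 5% DMSO vehicle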
Lipid droplet cells 6.5 µM = second read-out of Lipid droplet, no call of its own (marks repeat the call); cell count; measured here: cell count, cytotoxicity flag;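 cells counted across two imaged fields per well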
Numbers without * were called inactive; u = inconclusive; x = not tested or not shown. Cut-off read from the data, not from the text of the source, unless noted: active = inhibition above about 50%; inactive = the rest. These rows are one share of the data; rates above refer to the full screens.

SMILES | Lipid droplet | Lipid droplet cells 6.5 µM | P. falciparum M17LAP | Siah-1 displacement | P. falciparum M1AAP | AID2073 | HEK293 NOD2/NF-kB | XIAP displacement | LYP phosphatase | ER stress rescue
N#CC1=C(N)Oc2cc3c(cc2C1c1ccc(Cl)cc1)OCO3 (stereo unspecified) | 7 | 751 | -3% | 1% | 7% | 2% | -30% | -0.3% | -2% | -0.1%
COc1ccc(CCNC(=O)C(=O)NCc2cccs2)cc1OC | -4 | 753 | -3% | -2% | 0% | 9% | 8% | -5.3% | -8% | -0.4%
CCc1ccc(S(=O)(=O)Nc2ccc(C)c(NS(C)(=O)=O)c2)cc1 | 1 | 672 | 12% | -2% | -3% | -10% | -10% | x | -7% | x
O=C(CSc1nc2c(sc3ccccc32)c(=O)n1CCO)NCC1CCCO1 (stereo unspecified) | 4 | 735 | 5% | 2% | -9% | -3% | -3% | -2.6% | -7% | -0.5%
CC(N)C12CC3CC(CC(O)(C3)C1)C2 (stereo unspecified) | -8 | 744 | -1% | -4% | -4% | -8% | 4% | -4.7% | -15% | -1.0%
CCOC(=O)c1nnn(-c2nonc2N)c1CN1CCCCCC1 | x | x | 1% | -1% | 3% | 35% | 5% | -9.5% | -6% | -0.1%
CC(C)CSc1nc2c(c(=O)[nH]c(=O)n2C)n1CC(O)COc1cccc2ccccc12 (stereo unspecified) | x | x | 11% | 1% | 9% | -6% | 25% | -2.3% | -4% | -1.0%
COc1ccc(N(CC(O)CN2CCOCC2)S(=O)(=O)c2ccc(C)cc2)cc1 (stereo unspecified) | -3 | 748 | x | 3% | x | -4% | -12% | x | -9% | x
COc1cc(/C=N/N(C)C)cc(Br)c1O | 2 | 753 | 11% | 1% | 5% | -71% | 7% | x | 0% | x
O=C(NC1CS(=O)(=O)CC1NCc1ccco1)c1ccccc1 (stereo unspecified) | x | x | -1% | -1% | -1% | -6% | 1% | 0.6% | -14% | -0.5%
CC(C)(C)c1nc(SCC(=O)NC2CCCC2)c2ccccc2n1 | -27 | 770 | x | -2% | x | 15% | -9% | x | 0% | x
CC(C)(C)C(=O)Nc1ccnn1C1CCN(C(=O)c2ccc(Cl)cc2F)CC1 | -2 | 805 | x | -2% | x | 13% | -18% | x | -7% | x
COc1cccc(CNC(=O)CCNC(=O)C2CCN(S(=O)(=O)c3ccc(F)cc3)CC2)c1 | 42 | 695 | x | 2% | x | 13% | 9% | x | -12% | x
COc1cc(NC(=O)c2cccs2)c(C(=O)OCC(=O)NC(=O)NCc2ccccc2)cc1OC | -4 | 799 | 4% | -4% | -2% | 13% | 1% | -4.3% | -6% | 1.6%
O=C(NC1C2CC3CC(C2)CC1C3)C1CC1 (stereo unspecified) | 8 | 745 | -3% | -5% | 0% | -1% | 14% | 7.2% | -4% | -0.6%
CCC(=O)c1ccc(OCC(O)CNCCc2ccc(Cl)cc2)cc1 (stereo unspecified) | x | x | x | -3% | x | 6% | -27% | x | -8% | x
Cc1ccc(-n2nnc3c(=O)n(CC(=O)N4CCC(C)CC4)cnc32)cc1 | x | x | 14% | -5% | -5% | -2% | 18% | -6.6% | -8% | -1.3%
COc1ccc(OC)c(/C=N/NC(=O)c2ccc(Cn3cc([N+](=O)[O-])cn3)o2)c1 | 22 | 732 | 18% | 7% | 1% | 5% | 0% | x | -4% | 1.1%
CCOC(=O)Cn1c(=NC(=O)c2sc3ccccc3c2Cl)sc2cc(S(N)(=O)=O)ccc21 | -6 | 563 | 12% | -22% | 3% | u | 4% | -8.3% | -3% | -2.4%
CCN(CC)c1ccc(C=O)c(OC)c1 | -2 | 692 | 39% | -4% | 11% | -16% | 19% | -7.4% | -4% | 3.7%
COc1cc(C2C(C#N)=C(N)N(c3cccnc3)C3=C2C(=O)CCC3)ccc1O (stereo unspecified) | 9 | 747 | 4% | 3% | 11% | 22% | 9% | -6.5% | -6% | -1.1%
CCOC(=O)c1oc2ccccc2c1NC(=O)COC | -7 | 555 | -2% | 2% | -3% | -1% | 2% | -3.9% | -7% | 0.2%
CC(OC(=O)c1cc2sccc2n1C)C(=O)NCc1ccc2c(c1)OCO2 (stereo unspecified) | x | x | 6% | -4% | 1% | 7% | 24% | -7.2% | -8% | 0.3%
O=C(N/N=C/c1ccc[nH]1)c1c[nH]c2ccccc12 | -2 | 877 | x | -6% | x | -17% | -5% | x | -11% | x
COc1cccc(OC)c1C(=O)O/N=C(\N)c1ccncc1 | 13 | 709 | 9% | 4% | 3% | 6% | 1% | x | -1% | x
CCn1c(=S)sc2c(=O)n(CC(=O)Nc3ccccc3)c(C)nc21 | -110 | 762 | x | -2% | x | 1% | 7% | x | -3% | x
COc1ccc(C2Nc3ccc(Br)cc3C(c3ccccc3)N2CC(=O)O)cc1 (stereo unspecified) | -6 | 667 | -4% | 1% | 0% | 8% | 10% | -5.0% | 6% | -0.4%
COc1cc(C(=O)c2ccccc2Cl)c([N+](=O)[O-])cc1OC | 0 | 722 | -1% | 6% | 0% | -7% | 16% | -15% | -6% | -0.9%
COc1ccc(C)cc1S(=O)(=O)Nc1cccc(-c2ccc(N3CCCCCC3)nn2)c1 | 0 | 655 | x | -3% | x | 17% | -43% | x | 1% | x
COc1ccccc1N(CC(=O)NCCSCc1ccc(C)cc1)S(=O)(=O)c1ccccc1 | -38 | 695 | x | 2% | x | 11% | -5% | x | -5% | x
O=C(NCCS(=O)(=O)c1ccc(Br)cc1)c1c(F)cccc1F | -1 | 832 | x | -1% | x | 11% | -14% | x | 1% | x
O=C(NC1CCCc2ccccc21)c1cccc(Br)c1 (stereo unspecified) | -2 | 728 | 8% | -1% | -1% | 1% | 6% | -0.2% | -7% | 0.5%
CCCC(=O)c1c[nH]c(C(=O)NCc2ccco2)c1 | x | x | -6% | 3% | 11% | -8% | 8% | -0.6% | -4% | -0.5%
O=C(CC(C(=O)N1CCc2ccccc21)n1ccnc1)NCC1CCCO1 (stereo unspecified) | x | x | -12% | 0% | 2% | -1% | -3% | -7.1% | 0% | 1.7%
COc1ccc(C(C)=O)cc1COc1ccc([N+](=O)[O-])c(C)c1 | -17 | 712 | 1% | -8% | -1% | 0% | 30% | 1.0% | -5% | 2.7%
CC(C)(C)C(=O)Nc1cccc(-c2nc3ccccc3c(=O)o2)c1 | x | x | 0% | 11% | 7% | -6% | 1% | -1.7% | 3% | -2.4%
COc1cc(NC(=O)CCCc2c[nH]c3ccccc23)cc(OC)c1 | -26 | 718 | 0% | 2% | 4% | 0% | -16% | -0.7% | 5% | -1.2%
CCC(=O)N1CCN(c2ccccc2NC(=O)COc2cccc(C)c2)CC1 | -20 | 773 | 3% | -3% | -9% | -4% | 4% | -1.1% | -9% | 4.8%
CC1=CCC2C(=O)N(c3ccc(N4CCOCC4)cc3)C(=O)C2C1 (stereo unspecified) | 2 | 738 | -3% | 8% | 6% | -10% | 15% | x | -2% | x
c1ccc(-c2cc3c(-n4cccc4)ncnc3o2)cc1 | x | x | 1% | 0% | 4% | 11% | 11% | -3.9% | -5% | -0.5%

Part of the list above in order of molar mass, lowest first.
SMILES | Lipid droplet | Lipid droplet cells 6.5 µM | P. falciparum M17LAP | Siah-1 displacement | P. falciparum M1AAP | AID2073 | HEK293 NOD2/NF-kB | XIAP displacement | LYP phosphatase | ER stress rescue
CCn1c(=S)sc2c(=O)n(CC(=O)Nc3ccccc3)c(C)nc21 | -110 | 762 | x | -2% | x | 1% | 7% | x | -3% | x
O=C(NCCS(=O)(=O)c1ccc(Br)cc1)c1c(F)cccc1F | -1 | 832 | x | -1% | x | 11% | -14% | x | 1% | x
COc1ccc(C)cc1S(=O)(=O)Nc1cccc(-c2ccc(N3CCCCCC3)nn2)c1 | 0 | 655 | x | -3% | x | 17% | -43% | x | 1% | x
COc1cc(NC(=O)c2cccs2)c(C(=O)OCC(=O)NC(=O)NCc2ccccc2)cc1OC | -4 | 799 | 4% | -4% | -2% | 13% | 1% | -4.3% | -6% | 1.6%

The listing continues:
SMILES | Lipid droplet | Lipid droplet cells 6.5 µM | P. falciparum M17LAP | Siah-1 displacement | P. falciparum M1AAP | AID2073 | HEK293 NOD2/NF-kB | XIAP displacement | LYP phosphatase | ER stress rescue
O=C1[C@@H]2[C@@H]3C[C@@H]([C@H]4ON=C(c5ccc(Cl)cc5)[C@@H]34)[C@@H]2C(=O)N1C1CCCCC1 | -2 | 707 | 4% | 1% | 3% | 13% | -3% | -6.7% | 5% | -0.2%
COc1ccc(C(=O)CNc2ccccc2C#N)cc1 | -2 | 702 | -5% | 12% | -6% | -2% | -9% | -5.4% | -4% | -0.9%
Cc1cc(C)n2nc(CCCCc3nc4nc(C)cc(C)n4n3)nc2n1 | -4 | 689 | -10% | 2% | -5% | 1% | 11% | 2.6% | -6% | -0.6%
Cc1c(Br)c([N+](=O)[O-])nn1CC(=O)Nc1sc2c(c1C(=O)OC(C)C)CCCC2 | x | x | 1% | 2% | -3% | -22% | 2% | 1.5% | 6% | 0.9%
CC(C)c1ccc2nc3sc(C(=O)N4CCc5ccccc5C4)c(N)c3cc2c1 | x | x | 32% | -1% | 5% | -9% | -20% | -0.4% | 1% | -0.8%
COCc1nnc(NC(=O)CSc2ccccc2)s1 | -3 | 636 | 11% | 2% | 7% | 4% | 0% | -10% | -2% | -2.4%
C=CCN(c1ccccc1)S(=O)(=O)c1cccc(C(=O)NCC2CCCO2)c1 (stereo unspecified) | 0 | 806 | x | 3% | x | -5% | -6% | x | -17% | x
O=C(CSCc1ccccc1)NNC(=S)Nc1cccc(Cl)c1Cl | -1 | 670 | 8% | -6% | -10% | 1% | -14% | 2.0% | -4% | 0.7%
O=S(=O)(/N=C(/Nc1ccc(F)c(F)c1F)c1ccccc1)c1ccccc1 | 9 | 705 | -5% | 13% | 6% | 4% | 9% | -1.7% | -2% | 1.3%
COCCCNC(=O)c1cc(S(=O)(=O)N2CCOCC2)ccc1SCc1cccc(OC)c1OC | -5 | 711 | -5% | -2% | -2% | 8% | -3% | -14% | -2% | 0.6%
COc1ccc(NC(=O)NCc2ccccn2)c(OC)c1 | 0 | 816 | x | 13% | x | 8% | -4% | x | -3% | x
CCN(CC)S(=O)(=O)c1ccc2c(c1)nc(SCc1nc3ccsc3c(=O)[nH]1)n2CC | x | x | -1% | -2% | 8% | -2% | 19% | -4.7% | -6% | -0.2%
CCOc1ccc2[nH]c(=O)c(C(c3nnnn3CC3CCCO3)N3CCc4ccccc4C3)cc2c1 (stereo unspecified) | x | x | 12% | 1% | 12% | 14% | 12% | -8.2% | -3% | 1.1%
COc1ccc(CSc2nnnn2-c2ccc(C(=O)O)cc2)cc1 | -1 | 827 | x | -2% | x | 0% | 10% | x | -8% | x
